# From PubChem BioAssay
# Pf growth 48h: inhibits P. falciparum growth in the first generation, 48 h; P. falciparum luciferase growth in erythrocytes, 48 h; Potency, µM (top dose mostly 28.7 µM), for inactives: at the top dose activity change, negative = inhibition, actives largely listed as inhibitors; 310,000 tested, 5.9% active; AID 504832; further: potency means the concentration at half of the fitted maximal effect; on the % scale 0 is the no-effect control and ±100 the full control effect
#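 Parasite viability was followed by luminescence of a genomically integrated firefly luciferase. Cultures held 0.1% parasitemia at 2% hematocrit (final), incubated under 5% CO2 at 37 C.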
# Shiga toxin inh: Shiga toxin inhibition; AID 2315; inhibition, % at 38.7 µM; 290,000 tested, 9.2% active; Vero cells, Shiga toxin protein synthesis inhibition reporter; in the data active means inhibition mostly above about 28%, no sharp cut-off; inactive means mostly below about 43%; further: 0% is about no effect
# Cycloheximide cs: counter-screen for Shiga toxin inhibitors: cycloheximide protein synthesis inhibition. cell reporter, cycloheximide protein synthesis inhibition counterscreen. max response, %. 300,000 tested, 12% active. AID 2314; in the data active means max response mostly above about 13%, no sharp cut-off; inactive means mostly below about 14%; further: read at 38.3 µM for the half of the compounds with a filed dose; 0% is about no effect
# FBPA Giardia inh: blocks Giardia fructose-bisphosphate aldolase activity; purified Giardia FBPA; AID 2451; A8B2U2; 290,000 tested, 0.71% active; Potency, µM (highest dose often 59.6 µM), for inactives: at the highest dose activity, negative = inhibition, usual class: inhibitors; further: potency means the concentration at half of the fitted maximal effect; on the % scale 0 is the no-effect control and ±100 the full control effect; nearly all actives have a fitted effect of over 55% in size
# Target sequence (A8B2U2 whole entry, looked up): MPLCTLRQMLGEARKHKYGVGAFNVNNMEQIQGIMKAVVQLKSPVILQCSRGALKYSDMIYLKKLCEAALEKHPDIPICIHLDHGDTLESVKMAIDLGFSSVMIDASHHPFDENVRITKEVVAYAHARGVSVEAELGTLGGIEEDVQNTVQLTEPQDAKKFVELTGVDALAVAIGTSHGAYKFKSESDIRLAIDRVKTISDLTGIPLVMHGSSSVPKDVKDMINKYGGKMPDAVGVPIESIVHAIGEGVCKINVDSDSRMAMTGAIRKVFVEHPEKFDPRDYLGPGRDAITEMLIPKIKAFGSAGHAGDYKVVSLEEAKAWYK
#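 40 nM FBPA preincubated 10 min at RT with compound (up to 57.5 uM final), then substrate plus GAPDH/TPI/NAD/arsenate coupling and diaphorase/resazurin added. Fluorescence read after 20 min at RT, 525/598 nm.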
# HCV inh: blocks hepatitis C virus. 340,000 tested, 3.4% active. Potency, µM (top dose mostly 41.8 µM), inactives show at the top dose activity change, negative = inhibition, hits mostly inhibitors. AID 651820. Huh7.5.1 HCVcc-Cre infection, luciferase reporter, 44 h; further: potency means the concentration at half of the fitted maximal effect; on the % scale 0 is the no-effect control and ±100 the full control effect
#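 Reporter virus HCVcc-Cre (~0.5 moi) infects cells exposed to compound; seeding density 1,000 cells/well with 4 h settling beforehand. Luminescence, 15 sec read, taken 44 h post-infection following a 15 min RT substrate incubation.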
# Pf growth 96h: P. falciparum growth inhibition at 96 hours. P. falciparum luciferase reporter growth, 96 h. Potency, µM (titrated, usually from 28.7 µM), for the others: top-dose activity change, negative = inhibition, usual class: inhibitors. 320,000 tested, 6.9% active. AID 504834; further: potency means the concentration at half of the fitted maximal effect; on the % scale 0 is the no-effect control and ±100 the full control effect
#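 Two parasite generations (96 h, 37 C, 5% CO2) of compound exposure in infected erythrocytes (0.05% parasitemia, 2% hematocrit). Luciferase-reporter P. falciparum; decreased luminescence indicates inhibited growth, aimed at apicoplast-acting delayed death.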
# An asterisk follows results filed as active; ? = inconclusive; . = no result given; & = joins results of further samples; [ ] = dose if it differs, or a comment. Unless noted, the call rests on the fitted dose curve; in most records, active means well fitted curve in the direction sought with a large enough effect; inconclusive means small, poorly fitted or top-dose-only effect, or another doubt; inactive means no such curve, though single readings can be large; an effect the other way counts as inactive or inconclusive.
SMILES,Pf growth 48h,Shiga toxin inh,Cycloheximide cs,FBPA Giardia inh,HCV inh,Pf growth 96h
COc1ccccc1-n1ccnc(SCC(=O)NCc2ccccc2Cl)c1=O,?,.,.,.,-6%,-4%
CCCCCN(C(=O)COC(=O)COc1c(C)cc(C)cc1C)c1c(N)n(CCCC)c(=O)[nH]c1=O,6%,.,.,.,-1%,2%
S=C(c1cccs1)N1CCCC1,5%,-11,-3,-5%,4%,?
COc1ccc(CCCC(=O)N/N=C/c2ccccc2OC)cc1,?,2,12,16µM*,-19%,?
O=C(CNC(=O)c1ccc(-c2ccccc2)cc1)OCc1ccc(Br)cc1,33%[activator],68*,39*,-4%,6%,0%
Cc1cc2nc3n(c2cc1C)CC1CC(C(=O)NCC2CC2)N(C)C31 (stereo unspecified),58%[activator],5,13,1%,18%,?
Cc1ccc(C(=O)NC(=S)N2CCN(c3ccccc3F)CC2)cc1,16%,35*,20,13%,24%,36%[activator]
COc1ccc(-c2nn(-c3ccccc3)cc2/C=N/O)cc1OC,-13%,15,1,4%,?,3%
O=C(NCc1ccccn1)c1ccc(Cl)c(S(=O)(=O)N2CCOCC2)c1,?,-12,1,6%,26%,1%
O=C(NC1CCCCC1)c1cc([N+](=O)[O-])ccc1N1CCCCC1,?,-10,6,9%,?,?
COc1cc(OC)c(C(=O)OCC(=O)NCCC2=CCCCC2)cc1OC,-8%,.,.,.,7%,?
CCCCn1c(=O)c(CCC(=O)OCC(=O)NC(=O)NCCOC)nc2ccccc21,-6%,-6,7,3%,3%,10%
COC(=O)Cn1nc(C)c2ccccc2c1=O,0%,-4,-5,0%,4%,-1%
CCn1c(CCNC(=O)c2ccc(OC)c(OC)c2)nc2ccccc21,-29%,7,-2,-1%,?,?
CCCN(CC(=O)Nc1ccccc1C)C(=O)c1ccc(OCc2c(C)noc2C)cc1,?,.,.,.,?,0%
COc1ccc(CNC2CCCCC2)cc1,-9%,-7,-1,-19%,3%,2%
CCSc1cc(C)nc2c(-c3ccccc3)cnn12,406%[activator],69*,52*,-2%,10µM*,121%[activator]
Cc1nnc(NS(=O)(=O)c2ccc(Br)cc2)s1,0%,-7,-3,-15%,2%,?
Cc1ccccc1OCC(=O)NS(=O)(=O)c1ccc(Cl)cc1,-10%,-4,-4,.,17%,5.2µM*
COc1ccc(N2CCN(C(=O)CSc3nnc(C)c(=O)[nH]3)CC2)cc1,19%,19,4,13µM*,10%,?
O=C(c1nc2ccccn2c1CN1CCCC(c2nc3ccccc3o2)C1)N1CCCC1 (stereo unspecified),-27%,-12,0,-1%,8%,10%
COC(=O)Nc1ccccc1C(=O)N1CCC(O)(c2ccc(Cl)cc2)CC1,-24%,-2,-1,1%,1%,-27%
COC(=O)C1=C(C(=O)OC)[C@@H]2N(Cc3ccccc3)c3ccccc3[C@@]23C[C@@H](C(=O)OC)N(C(=O)COCc2ccccc2)C3=N1,19%,-6,-4,4%[12.9 µM],1%,53%[activator]
CCN1CCN(C(=S)Nc2cc(S(=O)(=O)N(CC)CC)ccc2C)CC1,0%,7,0,1%,-26%,1%
CSCc1ccc(C(=O)NC(C)c2ccc(-n3ccnc3)cc2)cc1 (stereo unspecified),-5%,16,18*,.,2%,?
COc1ccc(NC(=O)c2oc3ccccc3c2NC(=O)C2CCCO2)cc1OC (stereo unspecified),?,29,37*,-6%,?,43%[activator]
CCCCCn1cnc2c(sc3nc4c(cc32)CSC(C)(C)C4)c1=O,89%[activator],150*,61*,0%,4%,160%[activator]
O=c1sc(N2CCN(c3ccc(F)cc3)CC2)nc2ccsc12,.,43,12,-3%,7%,?
CCCS(=O)(=O)N1CCC(C(=O)NCCCOC(C)C)CC1,3%,-21,4,3%,-2%,9.3µM*
O=C(Nc1ccccn1)c1ccco1,103%[activator],98,45*,.,8%,80%[activator]
Nc1c(-c2ccccc2)cnn1-c1cccc([N+](=O)[O-])c1,53%[activator],81*,31*,-2%,-21%,70%[activator]
O=C(Nc1ccc(F)c(F)c1)C1CCCN(S(=O)(=O)c2cnc[nH]2)C1 (stereo unspecified),40%[activator],-1,-1,-7%,-4%,?
CC1CN(c2ccc([N+](=O)[O-])c(NCCOc3ccccc3)c2)CCN1 (stereo unspecified),?,-12,-2,3%,10µM*,10%
CC(=O)C(C(C)=O)C(c1ccccc1)c1nc2ccccc2[nH]c1=O (stereo unspecified),10%,5,8,10%,12%,19%
Cc1ccc(Nc2nc(N)c([N+](=O)[O-])c(N3CCOCC3)n2)cc1,-18%,1,12,-5%,-12%,?
O=C(N/N=C/c1ccc([N+](=O)[O-])cc1)c1ccccc1OCc1ccccc1,0%,-5,-2,-10%,-21%,136%[activator]
CC(SCc1cc(=O)n2c([nH]c3ccccc32)c1C#N)C(=O)O (stereo unspecified),-3%,15,-4,-8%,15%,47%
Cc1nc2ccccn2c1C(=O)N/N=C/c1ccccc1Cl,6%,12,-1,7%,16%,1%
O=C1Nc2ccccc2C(O)(C(=O)NCc2ccco2)N1c1ccccc1 (stereo unspecified),-6%,-18,-4,-1%,5%,?
CC(C)=NOCC(=O)Nn1c(COc2c(C)cccc2C)nc2ccccc2c1=O,7%,-3,3,-5%,18%,17%
CCn1c2ccc(C)cc2c2nnc(NN)nc21,?,9,-4,-21%,-22%,?
N=C(N)Sc1nc(N2CCCCC2)nc(N2CCCCC2)n1,27%,-6,0,-19%,16%,9%
COc1cccc(CNC(=O)C2CCC(CNS(=O)(=O)c3cccc4nsnc34)CC2)c1 (stereo unspecified),.,-9,15,6%,-24%,?
Cc1cc2occ(CC(=O)NCc3cccs3)c2cc1C(C)C,-26%,17,-2,4%,-23%,?
Cc1nc(N2CCC(C)CC2)c2c(C)c(C(=O)Nc3cccc(C(F)(F)F)c3)sc2n1,?,22,2,-8%,?,-24%
CN(C)c1cccc(C(=O)NCCCSc2ccccc2)c1,6%,47*,37*,5%,?,29%
O=C(NCc1ccccc1)c1ccc(CS(=O)(=O)Cc2ccc(F)cc2)o1,9%,-7,-1,.,?,?
Cc1c(Cl)cccc1N1C(=O)C(N2C(=O)c3cccc([N+](=O)[O-])c3C2=O)C1c1cccs1 (stereo unspecified),41%[activator],-3,-1,-3%,-1%,42%[activator]
O=C(NCc1ccc2c(c1)OCO2)c1cc(-c2ccccc2Cl)on1,33%[activator],19,4,1%,20%,?
CNC(=O)c1cc(Cl)c(OC)c(OC)c1,18%,13,-4,8%,20%,?
CCC(CO)Nc1ncnc2onc(-c3ccc(F)cc3)c12 (stereo unspecified),6%,4,-4,5%,14%,-23%
CCN(CC(=O)Nc1ccccc1OC)C(=O)CN1C(=O)NC2(CCCC2)C1=O,-8%,.,.,.,11%,-8%
CC(=O)c1cccc(NC(=O)c2noc3c2CCc2ccccc2-3)c1,.,66*,35*,-1%,14%,-29%
COc1ccc(NC(=O)CCn2c(=O)c3cccn3c3ccccc32)cc1,-11%,-8,-6,.,?,?
Cn1c(=O)oc2cc(S(=O)(=O)NCc3ccc(F)cc3)ccc21,9%,-5,-2,.,0%,?
CC(C)c1nnc(NC(=O)Cn2nc(-c3ccc4c(c3)OCCO4)ccc2=O)s1,19%,-11,4,12%,11%,.
CCOCCCNC(=O)N[C@@H](C)C(=O)OC,31%[activator],-3,-4,5%,3%,?
COc1ccc(C)cc1S(=O)(=O)NC(C)C(=O)Nc1ccc2c(c1)OCO2 (stereo unspecified),13%,20,-3,-6%,2%,?
Cn1nc(C(F)(F)F)c(-c2ccccc2)c1NC(=O)c1ccco1,?,-4,0,3%,5%,?
Cc1ccc(C2=CSC3=NCCN23)c(C)c1,?,-19,-1,-21%,-13%,?

# At a glance, some entries already given.
SMILES,Pf growth 48h,Shiga toxin inh,Cycloheximide cs,FBPA Giardia inh,HCV inh,Pf growth 96h
Cc1cc2occ(CC(=O)NCc3cccs3)c2cc1C(C)C,-26%,17,-2,4%,-23%,?
Cc1nc(N2CCC(C)CC2)c2c(C)c(C(=O)Nc3cccc(C(F)(F)F)c3)sc2n1,?,22,2,-8%,?,-24%
CN(C)c1cccc(C(=O)NCCCSc2ccccc2)c1,6%,47*,37*,5%,?,29%
O=C(NCc1ccccc1)c1ccc(CS(=O)(=O)Cc2ccc(F)cc2)o1,9%,-7,-1,.,?,?
Cc1c(Cl)cccc1N1C(=O)C(N2C(=O)c3cccc([N+](=O)[O-])c3C2=O)C1c1cccs1 (stereo unspecified),41%[activator],-3,-1,-3%,-1%,42%[activator]
O=C(NCc1ccc2c(c1)OCO2)c1cc(-c2ccccc2Cl)on1,33%[activator],19,4,1%,20%,?
CNC(=O)c1cc(Cl)c(OC)c(OC)c1,18%,13,-4,8%,20%,?
CCC(CO)Nc1ncnc2onc(-c3ccc(F)cc3)c12 (stereo unspecified),6%,4,-4,5%,14%,-23%
CCN(CC(=O)Nc1ccccc1OC)C(=O)CN1C(=O)NC2(CCCC2)C1=O,-8%,.,.,.,11%,-8%
CC(=O)c1cccc(NC(=O)c2noc3c2CCc2ccccc2-3)c1,.,66*,35*,-1%,14%,-29%
COc1ccc(NC(=O)CCn2c(=O)c3cccn3c3ccccc32)cc1,-11%,-8,-6,.,?,?
Cn1c(=O)oc2cc(S(=O)(=O)NCc3ccc(F)cc3)ccc21,9%,-5,-2,.,0%,?
CC(C)c1nnc(NC(=O)Cn2nc(-c3ccc4c(c3)OCCO4)ccc2=O)s1,19%,-11,4,12%,11%,.
CCOCCCNC(=O)N[C@@H](C)C(=O)OC,31%[activator],-3,-4,5%,3%,?

# Additional entries follow:
SMILES,Pf growth 48h,Shiga toxin inh,Cycloheximide cs,FBPA Giardia inh,HCV inh,Pf growth 96h
CC1CCC2(CC1)NC(=O)N(CC(=O)N1CCN(C(=O)c3cccs3)CC1)C2=O (stereo unspecified),11%,.,.,.,-26%,-11%
CN(C(=O)c1c[nH]c(=O)cc1C(F)(F)F)c1ccc(Cl)cc1,?,-4,-2,0%,2%,?
CCOCC(=O)Nc1nnc(COC)s1,34%[activator],16,-1,-6%,24%,?
OC(CC#CCN1CCCCC1)(c1ccccc1)c1ccccc1,?,.,-4,19%,-27%,21%
Cc1ccnc(NC(=O)CCC(=O)N(CC(=O)NC2CCCCC2)c2ccc3c(c2)OCO3)c1,-10%,34,8,-1%,4%,-12%
CCc1ccc(NC(=O)c2ccc(C3SCC(=O)N3CCc3ccccc3)cc2)cc1 (stereo unspecified),.,8,-4,-1%,?,?
Cc1nn(CC(=O)NCc2ccc(OC(C)C)cc2)c(=O)c2cc3occc3n12,.,-6,-1,-2%,.,13%
CCC(c1nnnn1Cc1ccccc1)N1CCN(c2ccccc2)CC1 (stereo unspecified),-7%,-10,-2,1%,-13%,30%
NCCNCCNCCN,-12%&-4%,-10,-2,9%,-64%,-20%&-7%
O=C(Nc1nc(-c2ccc3c(c2)OCCO3)cs1)C1CCCC1,.,149*,49*,-17%,?,224%[activator]
c1cncc(-c2nc3cc4ccccc4cc3[nH]2)c1,205%[activator],62*,45*,-22%,?,204%[activator]
